Bioassay records (PubChem)
ERAP1 HTS inh: human ERAP1 aminopeptidase inhibitors, primary screen, biochemical, single point, plate reader; 340,000 compounds, 0.15% hits; recombinant ERAP1, Leu-AMC fluorescence, 60 min; inhibition, % at 10.7 µM; AID 652197, 2013;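 active means mean replicate inhibition of at least 30%, or all replicates individually reaching that 30% level; inactive means mean below 30% and not every replicate reaching it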;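 further: 0% = neutral control wells and 100% = L-leucinethiol positive control wells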
SIRT5 inh: SIRT5 desuccinylase inhibitors, primary screen, biochemical, fluorescence imaging, single point, set 5; NAD-dependent protein deacylase sirtuin-5, mitochondrial (Homo sapiens), Q9NXA8; Purified SirT5, succinyl-peptide AMC, trypsin-coupled fluorescence; inhibition, % at 15 µM; 330,000 compounds, 1.1% hits; in the data active means inhibition above about 15%; inconclusive means no clear call, values can overlap the other calls
Target sequence (Q9NXA8 whole entry, looked up): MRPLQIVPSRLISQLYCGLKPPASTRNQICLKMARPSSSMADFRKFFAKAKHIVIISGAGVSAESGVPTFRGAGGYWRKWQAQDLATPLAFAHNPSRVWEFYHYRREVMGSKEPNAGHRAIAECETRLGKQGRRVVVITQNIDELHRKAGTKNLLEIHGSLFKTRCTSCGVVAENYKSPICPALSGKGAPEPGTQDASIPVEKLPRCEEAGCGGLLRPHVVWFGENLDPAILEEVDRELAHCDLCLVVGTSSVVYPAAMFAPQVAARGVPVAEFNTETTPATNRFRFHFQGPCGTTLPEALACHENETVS
CFTR F508del cor: F508del CFTR correction, initial screen, CFBE line, single point; CFBE cells, YFP halide quenching; stimulated with forskolin plus potentiator P3; % fluorescence drop versus neutral controls; activity (quench increase), % at 7.58 µM; 350,000 compounds, 0.36% hits; AID 720511, 2013;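 active means mean added fluorescence quench of at least 8% versus neutral control, with both replicates also reaching 8%; inconclusive means only one of the mean or replicate conditions met; inactive means mean below 8% and not both replicates reaching 8%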;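 further: cells transiently co-express mutant CFTR-F508del with the halide-sensitive YFP; corrector assay measuring rescue of mutant channel to the surface after 24 h compound exposure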
ERp5 inh: inhibitors of ERp5-driven insulin aggregation, primary screen, biochemical, turbidity, absorbance 650 nm, single point; Protein disulfide-isomerase A6 (Homo sapiens), Q15084; 90 min; inhibition, % at 9.99 µM; 350,000 compounds, 0.05% hits; AID 651711, 2012;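 active means mean replicate inhibition above about 25%, with every replicate also reaching it, limit read from the data, passing the limit was not always enough; inconclusive means only one of those two criteria met; inactive means neither criterion met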
Target sequence (Q15084 whole entry, looked up): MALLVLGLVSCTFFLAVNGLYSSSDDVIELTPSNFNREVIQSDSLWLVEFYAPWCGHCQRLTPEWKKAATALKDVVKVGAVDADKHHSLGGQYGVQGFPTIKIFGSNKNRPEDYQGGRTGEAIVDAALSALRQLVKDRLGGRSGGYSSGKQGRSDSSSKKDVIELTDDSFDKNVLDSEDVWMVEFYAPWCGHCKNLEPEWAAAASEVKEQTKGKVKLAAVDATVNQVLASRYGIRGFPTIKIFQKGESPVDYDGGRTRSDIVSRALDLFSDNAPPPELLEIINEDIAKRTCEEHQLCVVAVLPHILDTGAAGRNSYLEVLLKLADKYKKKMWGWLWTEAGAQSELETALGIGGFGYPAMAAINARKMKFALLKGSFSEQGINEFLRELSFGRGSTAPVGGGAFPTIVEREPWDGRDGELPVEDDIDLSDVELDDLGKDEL
miR-122 sensor: miR-122 Renilla sensor signal increase in Huh7, primary screen, miR-122 inhibitor project, cell-based, single point, plate reader. Huh7 miR-122 Renilla luciferase sensor, 48 h; neutral wells = 0, positive control = 100. activation (reporter increase), % at 12.5 µM. 340,000 compounds, 0.3% hits. AID 602342, 2012;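 active means mean replicate activation score at least 90 and every replicate individually at or above 90; inconclusive means only one of the two criteria met; inactive means neither criterion met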;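 further: higher luciferase means less miR-122 activity so hits act as miR-122 inhibitors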
Casp6 inh: human caspase-6 inhibitors, primary screen, biochemical, VEID-R110 fluorescence, single point, set 2. P55212. purified caspase-6, Z-VEID-R110 cleavage fluorescence. inhibition, % at 12.5 µM. 350,000 compounds, 0.53% hits;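 active means mean inhibition across replicates at least about 35%, with every replicate also reaching that limit, limit read from the data; inconclusive means only one of the two criteria met; inactive means neither criterion met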;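 further: 0% = median of neutral control wells and 100% = no fluorescence left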
Target sequence (P55212 24-179 limits assumed): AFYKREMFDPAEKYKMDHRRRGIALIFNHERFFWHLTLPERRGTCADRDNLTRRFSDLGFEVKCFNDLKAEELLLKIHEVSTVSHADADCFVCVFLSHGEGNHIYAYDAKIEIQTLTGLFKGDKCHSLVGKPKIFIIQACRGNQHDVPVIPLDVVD
Target sequence (P55212 194-293 limits assumed): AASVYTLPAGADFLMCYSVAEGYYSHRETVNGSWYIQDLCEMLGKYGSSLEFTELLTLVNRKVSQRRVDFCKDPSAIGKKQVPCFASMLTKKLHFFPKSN
DENV2 CPE: inhibitors of DENV2 cytopathic effect, primary screen, cell-based, plate reader, single concentration. CPE inhibition, % at 9.99 µM. DENV2-infected cells, cytopathic effect rescue. AID 651640, 2012. 350,000 compounds, 1.7% hits; in the data active means CPE inhibition above about 20%, passing the limit was not always enough; inconclusive means no clear call, values can overlap the other calls; tested in BHK-21 cells;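 further: 0% = median of neutral control wells and 100% = median of positive control wells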
The depositor's hits bear a star; ? = inconclusive; / = not tested or not shown; [ ] = another dose, or the depositor's remark.

ERAP1 HTS inh	SIRT5 inh	CFTR F508del cor	ERp5 inh	miR-122 sensor	Casp6 inh	DENV2 CPE	structure
1	-6	3.0	2	-1[16.7 µM]	-1	-9	CC(C)NC(=O)Nc1ccc2c(c1)C(=O)N([C@H](C)CO)C[C@H](C)[C@H](CN(C)S(=O)(=O)c1ccc(F)cc1)OCCCC[C@@H](C)O2
5	9	-2.0	-2	/	0	6	Cc1cccc(NC(=O)CSCC(=O)Nc2ccc(S(=O)(=O)N3CCOCC3)cc2)c1
-1	-2	2.3	2	-3[16.7 µM]	-1	43*	Cc1ccc(S(=O)(=O)Nc2cccc3c2O[C@@H](CN(C)C(=O)NC(C)C)[C@@H](C)CN([C@H](C)CO)C3=O)cc1
-3	0	5.2	-8	5	1	1	COc1cc(C(=O)OCC(=O)Nc2c(F)cccc2F)cc(OC)c1C
/	/	0.9	/	4[16.7 µM]	/	-9	CS(=O)(=O)N1CCCCN2[C@H](C1)[C@H](c1ccc(C3=CCCC3)cc1)[C@@H]2CO
/	/	0.3	/	1[16.7 µM]	/	-3	C[C@@H]1CCCCO[C@@H](CN(C)S(=O)(=O)c2ccc(Cl)cc2)[C@@H](C)CN([C@@H](C)CO)C(=O)c2cc(NC(=O)Nc3ccc(C(F)(F)F)cc3)ccc2O1
2	-3	-3.4	0	12	0	-5	COc1ccc(N(CC(=O)NCCSCc2ccco2)S(=O)(=O)c2ccccc2)cc1Cl
-3	-2	-1.4	1	/	3	16	C=CCOC(=O)/C(=C\C=C\c1ccccc1)NC(=O)c1ccccc1
-3	-2	5.2	1	0	0	-1	COc1ccc(N(C(=O)Cn2nnc(-c3ccc(F)cc3)n2)C(C)C(=O)NC2CCCC2)cc1OC (stereo not given)
1	-2	-4.9	2	-1	-4	/	Cc1cc(C(=O)Nc2nnc(C(F)(F)F)s2)no1
0	0	-1.4	3	-6[16.7 µM]	-2	?	C[C@@H]1CN([C@@H](C)CO)C(=O)c2cc(C#Cc3ccccc3)cnc2O[C@@H]1CN(C)C(=O)CN(C)C
-6	-1	-6.1	6	/	2	1	COC(=O)COc1cccc(NC(=O)c2cc(OC)cc(OC)c2)c1

The final three records of the section before come first, to join the parts:
ERAP1 HTS inh	SIRT5 inh	CFTR F508del cor	ERp5 inh	miR-122 sensor	Casp6 inh	DENV2 CPE	structure
1	-2	-4.9	2	-1	-4	/	Cc1cc(C(=O)Nc2nnc(C(F)(F)F)s2)no1
0	0	-1.4	3	-6[16.7 µM]	-2	?	C[C@@H]1CN([C@@H](C)CO)C(=O)c2cc(C#Cc3ccccc3)cnc2O[C@@H]1CN(C)C(=O)CN(C)C
-6	-1	-6.1	6	/	2	1	COC(=O)COc1cccc(NC(=O)c2cc(OC)cc(OC)c2)c1
-2	-5	2.4	6	2	4	-1	CCOC(=O)c1cnn2c(C(F)(F)F)cc(-c3ccccc3)nc12
/	/	0.6	/	0[16.7 µM]	/	-4	COCC(=O)Nc1ccc2c(c1)C(=O)N(C)[C@H]1CC[C@H](CC(=O)NC3CCCC3)O[C@@H]1CO2
-2	-2	-3.9	-5	1	-1	17	COc1ccc(C2C(=O)c3ccccc3C2=O)cc1
2	/	2.4	8	0	4	-3	CC(OC(=O)Cc1n[nH]c(=O)c2ccccc12)C(=O)N(C)c1ccccc1 (stereo not given)
-2	1	-2.5	-2	/	2	14	COCCn1c(SCC(=O)N(C)C2CCS(=O)(=O)C2)nc2ccccc2c1=O (stereo not given)
-5	1	-1.2	-1	17[16.7 µM]	5	1	Cc1noc(C)c1S(=O)(=O)Nc1ccc2c(c1)CC(=O)N([C@H](C)CO)C[C@@H](C)[C@H](CN(C)CC1CC1)O2
-3	-1	0.9	-2	/	/	/	COc1ccccc1CNc1ncnc2cc(Cl)ccc12
1	7	-2.6	-2	2	4	-3	CCc1sc(C(=O)NCc2ccco2)cc1Br
0	10	-0.7	0	/	2	4	CCC(=O)N1CC(=O)N2[C@@H](CO)[C@H](c3ccc(C#CC4CCCC4)cc3)[C@@H]2C1
/	-7	3.5	4	/	-1	-7	COC(=O)[C@@]12C[C@@H](CC(=O)NCCCN3CCCC3=O)C(=O)N(CCc3ccc(OC)c(OC)c3)C1=CCC(C)(C)C2
-2	4	1.0	-2	44[16.7 µM]	1	1	CC(=O)N(C)C[C@H]1Oc2cc(C#CCC3CCCC3)ccc2S(=O)(=O)N([C@@H](C)CO)C[C@@H]1C
0	-6	0.0	3	-1[16.7 µM]	2	1	C[C@@H]1CN([C@H](C)CO)C(=O)c2cc(NC(=O)Nc3ccc(F)cc3)ccc2O[C@H]1CN(C)Cc1ccc(Oc2ccccc2)cc1

New compounds follow:
ERAP1 HTS inh	SIRT5 inh	CFTR F508del cor	ERp5 inh	miR-122 sensor	Casp6 inh	DENV2 CPE	structure
-3	1	1.0	4	/	/	3	c1cc2c(c(CC3CO3)c1CC1CO1)OCCOCCOCCOCCO2 (stereo not given)
-1	-4	/	-5	/	3	/	CC1CCCCN1C(=O)COC(=O)c1n[nH]c2ccccc12 (stereo not given)
3	3	-1.8	-2	-24	-54	-3	CC(=O)Nc1ccc(CNc2nc(NCCN(C)C)nc3cc(-c4ccccc4)sc23)cc1
-2	-1	0.3	-3	-8[16.7 µM]	/	-3	CO[C@H]1CN(C)C(=O)c2ccc(NS(=O)(=O)c3ccccc3)cc2OC[C@@H](C)NC[C@H]1C
-7	-2	0.7	3	/	-1	8	O=C(N/C(=C\c1ccccc1)C(=O)N1CCCCC1)c1ccco1
-1	1	0.9	2	-4	0	6	CCOC(=O)C1CCN(Cc2c(F)cccc2Cl)CC1
2	0	2.7	-2	/	-4	17	CCCN1C[C@H](C)[C@H](OC)CN(C)C(=O)c2cc(NC(=O)c3cnccn3)ccc2OC[C@H]1C
-1	0	-1.4	2	/	0	3	CC(=O)c1cccc(NC(=O)CNC(=O)Cc2cccc3ccccc23)c1
2	-6	3.0	3	-6	-152	13	Cc1cccc(-c2nc(NCCCN(C)C)c3ccccc3n2)c1
2	-6	5.7	2	/	-8	1	CC(NC(=O)Nc1ccccc1)C(c1cccs1)N1CCN(C)CC1 (stereo not given)
4	-17	-2.3	-1	-9	1	-7	Cc1nn(-c2ccccc2)c2nc(N)c(C(N)=O)cc12
-3	1	-5.4	6	2	-11	1	CCn1cc(CN2CCC(n3nccc3NC(=O)CCc3ccccc3)CC2)cn1

Part of the list above, field by field:
> CC(=O)c1cccc(NC(=O)CNC(=O)Cc2cccc3ccccc23)c1
  ERAP1 HTS inh: -1	SIRT5 inh: 0	CFTR F508del cor: -1.4	ERp5 inh: 2	miR-122 sensor: /	Casp6 inh: 0	DENV2 CPE: 3

> Cc1cccc(-c2nc(NCCCN(C)C)c3ccccc3n2)c1
  ERAP1 HTS inh: 2	SIRT5 inh: -6	CFTR F508del cor: 3.0	ERp5 inh: 3	miR-122 sensor: -6	Casp6 inh: -152	DENV2 CPE: 13

> CC(NC(=O)Nc1ccccc1)C(c1cccs1)N1CCN(C)CC1 (stereo not given)
  ERAP1 HTS inh: 2	SIRT5 inh: -6	CFTR F508del cor: 5.7	ERp5 inh: 2	miR-122 sensor: /	Casp6 inh: -8	DENV2 CPE: 1

(further entries)
ERAP1 HTS inh	SIRT5 inh	CFTR F508del cor	ERp5 inh	miR-122 sensor	Casp6 inh	DENV2 CPE	structure
2	-4	-1.1	0	/	1	-2	C[C@H](CO)N1C[C@H](C)[C@H](CN(C)C(=O)Nc2cccc(F)c2)OCc2ccccc2-c2c(n(C)c3ccccc23)C1=O
4	-10	2.3	3	0	-1	13	CC1(C)OC(=O)NC1c1ccccc1 (stereo not given)
2	/	-3.1	0	5	3	-1	COc1ccc(-c2oc(=O)c3cc(OC)c(OC)cc3c2C(F)(F)F)cc1
-8	7	3.3	1	0	4	9	Cn1nc(C(=O)NCc2ccccc2Cl)c2c1-c1ccccc1S(=O)(=O)C2
-1	-3	-0.8	-3	1	-85	-8	CCN(CC(=O)Nc1ccccc1C(F)(F)F)C(=O)C1CC(=O)N(Cc2ccccc2)C1 (stereo not given)
-2	-6	-2.3	-5	-7	-2	6	CC(=O)NCCc1nc2cc(NC(=O)c3ccc([N+](=O)[O-])cc3)ccc2n1C
0	-1	-0.8	-11	/	0	/	CS(=O)(=O)N(CC(=O)NCCc1ccccc1)c1cccc([N+](=O)[O-])c1
-1	-2	2.2	1	-7	1	2	Cc1ccc2oc(C(=O)N(C)CCC(O)c3ccccc3)c(C)c2c1 (stereo not given)
14	-2	-6.1	5	-5	-4	-9	O=C(Nc1ccn(CCCNCC2CCCCC2)c(=O)n1)OCc1ccccc1
7	1	0.4	5	/	2	9	CN(Cc1ccccc1)C(=O)COC(=O)COc1ccc(Cl)cc1
-2	-1	-2.4	5	5	-2	0	COc1ccc(NS(=O)(=O)c2ccc(NC(=O)CCNS(=O)(=O)c3ccc(C)cc3)cc2)cc1
-1	0	1.5	0	/	-2	-1	CCn1cc(CN2CCN(Cc3cccc(OC)c3)C(CCO)C2)c(C)n1 (stereo not given)

Additional records follow:
ERAP1 HTS inh	SIRT5 inh	CFTR F508del cor	ERp5 inh	miR-122 sensor	Casp6 inh	DENV2 CPE	structure
-1	-6	0.7	-4	-21	-1	3	CC(CCc1ccccc1)NS(=O)(=O)c1ccc(Cl)c(C(=O)O)c1 (stereo not given)
2	-4	1.0	-1	-6	2	1	COc1ccc(N2C(=O)c3cccc4cc(Br)cc(c34)C2=O)cc1
7	0	1.0	1	-17	-5	10	CC(=O)Nc1ccc(CNc2nc(NC(C)C)nc3cc(-c4ccccc4)sc23)cc1
0	-3	3.2	2	/	-1	23*	CC1(C)CC(=O)C2=C(C1)NC(=O)NC2c1ccc(Cl)cc1 (stereo not given)
0	0	-0.6	-1	12	-3	12	CCn1cc(C2CC(=O)NC2=O)c2ccccc21 (stereo not given)
1	1	-0.6	2	/	-1	14	CO[C@@H](CN(C)S(=O)(=O)c1cn(C)cn1)[C@@H](C)CN(C(=O)Nc1ccc(F)cc1)[C@H](C)CO
-3	/	0.4	0	4	3	10	O=S(=O)(c1ccccc1)c1cnc2ccccc2c1
-2	-2	0.7	1	-4	/	7	COc1ccc(-n2nc3c(c2NC(C)=O)CS(=O)(=O)C3)cc1
2	-1	/	-5	-4	-2	5	CCOc1ccc(C(=S)N2CCCC2)cc1OC
/	13	-2.0	2	9	1	3	CCOc1ccc2nc(NC(=O)Cn3[nH]c(=O)c4ccccc4c3=O)sc2c1
-2	-5	0.7	7	1	5	2	COc1ccc(C(=O)CC(=O)C(=O)Nc2ccccc2Cl)cc1
-2	2	1.6	-6	/	2	-2	Cc1nc(C)c(C(=O)OC(C)C(=O)Nc2ccc(F)cc2)s1 (stereo not given)
2	4	-1.9	6	/	0	2	C[C@H]1CN([C@@H](C)CO)C(=O)c2c(c3ccccc3n2C)-c2ccccc2CO[C@@H]1CN(C)S(=O)(=O)c1ccsc1
